Cav32 inh = inhibitors of human Cav3.2 T-type calcium channel | O95180 | Cav3.2-expressing cells, Fluo-4 calcium fluorescence FDSS; hits give low values | B-score at 10 µM | hit rate 4% among 100,000;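 active = single-dose well whose peak fluorescence ratio is a statistical outlier from its plate by either plate-standardised score or position-corrected B-score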
Target sequence (O95180 whole entry, looked up): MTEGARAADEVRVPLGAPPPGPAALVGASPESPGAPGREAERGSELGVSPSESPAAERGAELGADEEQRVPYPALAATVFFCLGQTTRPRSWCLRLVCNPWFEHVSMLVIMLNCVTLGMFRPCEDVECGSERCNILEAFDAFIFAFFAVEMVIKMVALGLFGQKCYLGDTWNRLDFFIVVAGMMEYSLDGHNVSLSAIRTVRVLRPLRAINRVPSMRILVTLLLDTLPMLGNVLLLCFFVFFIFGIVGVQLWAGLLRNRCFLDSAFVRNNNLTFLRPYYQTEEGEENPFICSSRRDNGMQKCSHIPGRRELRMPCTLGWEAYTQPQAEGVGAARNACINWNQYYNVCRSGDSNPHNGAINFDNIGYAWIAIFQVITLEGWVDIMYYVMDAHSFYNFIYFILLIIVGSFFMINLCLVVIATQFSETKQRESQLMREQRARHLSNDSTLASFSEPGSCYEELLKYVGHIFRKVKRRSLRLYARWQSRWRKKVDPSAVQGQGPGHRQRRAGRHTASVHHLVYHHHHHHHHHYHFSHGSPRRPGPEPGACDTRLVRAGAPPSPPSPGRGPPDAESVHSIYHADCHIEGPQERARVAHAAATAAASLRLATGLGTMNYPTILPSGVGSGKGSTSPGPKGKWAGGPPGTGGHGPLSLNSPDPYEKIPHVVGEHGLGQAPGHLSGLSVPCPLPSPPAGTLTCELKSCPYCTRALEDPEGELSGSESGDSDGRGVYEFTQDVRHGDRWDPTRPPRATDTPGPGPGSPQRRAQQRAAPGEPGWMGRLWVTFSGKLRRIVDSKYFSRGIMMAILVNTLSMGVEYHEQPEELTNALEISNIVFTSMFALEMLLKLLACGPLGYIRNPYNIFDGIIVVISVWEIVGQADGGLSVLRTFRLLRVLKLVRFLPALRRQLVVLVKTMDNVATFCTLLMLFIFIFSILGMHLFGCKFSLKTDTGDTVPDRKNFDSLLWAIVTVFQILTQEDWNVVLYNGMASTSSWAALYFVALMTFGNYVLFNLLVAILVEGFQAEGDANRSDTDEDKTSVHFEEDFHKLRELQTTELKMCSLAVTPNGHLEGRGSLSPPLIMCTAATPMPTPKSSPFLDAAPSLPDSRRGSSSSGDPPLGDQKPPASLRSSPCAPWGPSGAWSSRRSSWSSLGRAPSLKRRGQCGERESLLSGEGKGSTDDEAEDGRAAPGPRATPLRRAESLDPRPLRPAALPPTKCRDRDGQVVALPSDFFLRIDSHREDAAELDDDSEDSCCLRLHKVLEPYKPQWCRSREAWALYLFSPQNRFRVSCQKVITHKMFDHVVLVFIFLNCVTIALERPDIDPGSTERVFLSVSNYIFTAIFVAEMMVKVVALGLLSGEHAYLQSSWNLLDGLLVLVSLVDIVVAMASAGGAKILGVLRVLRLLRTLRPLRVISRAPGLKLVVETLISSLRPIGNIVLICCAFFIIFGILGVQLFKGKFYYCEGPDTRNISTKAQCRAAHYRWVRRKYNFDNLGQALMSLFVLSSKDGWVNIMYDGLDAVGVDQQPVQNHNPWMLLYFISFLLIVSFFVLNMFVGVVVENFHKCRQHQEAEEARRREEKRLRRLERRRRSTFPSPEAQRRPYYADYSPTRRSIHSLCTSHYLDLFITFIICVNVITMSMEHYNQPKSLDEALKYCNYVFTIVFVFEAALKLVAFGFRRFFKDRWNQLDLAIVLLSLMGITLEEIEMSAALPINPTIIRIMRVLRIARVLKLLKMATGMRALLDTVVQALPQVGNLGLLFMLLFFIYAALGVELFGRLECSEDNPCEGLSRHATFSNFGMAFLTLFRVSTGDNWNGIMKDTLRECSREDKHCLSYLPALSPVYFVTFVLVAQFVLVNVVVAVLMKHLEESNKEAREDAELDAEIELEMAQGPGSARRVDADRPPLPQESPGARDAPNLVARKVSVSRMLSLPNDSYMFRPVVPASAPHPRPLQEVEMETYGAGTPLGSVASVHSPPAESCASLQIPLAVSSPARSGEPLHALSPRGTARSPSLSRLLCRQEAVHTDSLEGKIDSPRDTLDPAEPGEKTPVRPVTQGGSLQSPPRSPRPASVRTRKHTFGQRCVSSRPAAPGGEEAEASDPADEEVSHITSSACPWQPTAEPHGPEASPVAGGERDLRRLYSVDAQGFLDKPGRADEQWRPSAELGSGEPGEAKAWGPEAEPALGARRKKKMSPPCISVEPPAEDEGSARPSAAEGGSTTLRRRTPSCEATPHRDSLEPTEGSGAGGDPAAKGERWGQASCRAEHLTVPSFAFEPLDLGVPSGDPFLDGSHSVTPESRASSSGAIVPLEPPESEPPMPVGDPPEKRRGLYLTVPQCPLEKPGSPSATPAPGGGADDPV
Numbers without * were called inactive.

SMILES	Cav32 inh
CCC(C)(C)n1nnnc1C(c1ccc2ncccc2c1)N1CCCC(C)C1 (stereo not given)	-2.1
O=C(CSc1cn(CCNC(=O)c2ccc3ccccc3c2)c2ccccc12)NCc1ccco1	-1.9
CC(C)NC(=O)CC(=O)N/N=C/c1ccccc1F	-0.088
COc1ccc(NC(=O)C2CCC(=O)N2)cc1 (stereo not given)	0.61
COc1ccc(-c2oc3cc(O)c(OC)c(O)c3c(=O)c2OC)cc1	-1.5
CC1CCN(S(=O)(=O)c2ccc3ccccc3c2)CC1	-2.2
c1cc2c(cc1C1CCCN1)OCCCO2 (stereo not given)	0.078
COc1ccc(N(CC(=O)NC2CCCCCC2)S(=O)(=O)c2c(C)nn(C)c2C)cc1	-0.43
COc1cccc(-n2c(Cc3cc(=O)[nH]c(=O)[nH]3)nnc2SCC(=O)N2CCCCCC2)c1	-0.11
CC(=O)c1cn(CC(=O)NCc2ccc3c(c2)OCO3)c2ccccc12	-0.99
CCOc1ccccc1C(=O)N1CCN(c2cccc(Cl)c2)CC1	-0.78
c1ccc(Cc2ccc(OCCn3cncn3)cc2)cc1	-0.58
Cc1ccc(C)c(OCC(=O)Nc2ccc(S(=O)(=O)N3CCN(C)CC3)cc2)c1	-0.066
C#CCOCCOCCOCCNc1nc(N2CCN(C(=O)Cn3cc(CCCCN)nn3)CC2)nc(N2CCN(C(=O)[C@H](C)n3cc(CCCN=C(N)N)nn3)CC2)n1	-1.7
CCC(C(=O)N1CCOCC1)n1c(C(=O)OC)cc2occc21 (stereo not given)	0.31
CC1CCCC(NC(=O)COC(=O)c2ccc(S(=O)(=O)N3CCOCC3)cc2)C1C (stereo not given)	-0.1
CCOc1ccc(C(C)=O)cc1CN1C(=O)NC2(CCCCC2C)C1=O (stereo not given)	0.82
O=C(Cc1csc(Nc2nc(=S)[nH]c3ccccc23)n1)NCc1ccccc1Cl	-0.23
Cc1ccn2cc(CNS(=O)(=O)c3ccc(Cl)s3)nc2c1	0.73
COC(=O)Nc1ccc(S(=O)(=O)N(C)CC(F)(F)C(F)F)cc1	1.3

Some of the entries so far, with values ahead of the structure:
Cav32 inh | SMILES
0.73 | Cc1ccn2cc(CNS(=O)(=O)c3ccc(Cl)s3)nc2c1
-0.066 | Cc1ccc(C)c(OCC(=O)Nc2ccc(S(=O)(=O)N3CCN(C)CC3)cc2)c1
-0.23 | O=C(Cc1csc(Nc2nc(=S)[nH]c3ccccc23)n1)NCc1ccccc1Cl
0.31 | CCC(C(=O)N1CCOCC1)n1c(C(=O)OC)cc2occc21 (stereo not given)
1.3 | COC(=O)Nc1ccc(S(=O)(=O)N(C)CC(F)(F)C(F)F)cc1

New compounds follow
SMILES	Cav32 inh
CCC(C)(c1ccc(C(=O)OC)s1)c1ccc(C(=O)OC)s1	-0.65
CC(=O)Nc1ccc(S(=O)(=O)N2CCN(Cc3cccnc3)CC2)cc1	0.53
COc1ccc(-c2nc3c(s2)CCc2onc(-c4ccc(Br)cc4)c2-3)cc1	0.73
O=C(NCCOc1ccccc1)c1cncc(Br)c1	1.6
O=c1c(N2CCOCC2)nsn1Cc1ccccc1	-0.21
Cc1cc2cc(CCNC(=O)c3c(-c4ccccc4Cl)noc3C)c(=O)[nH]c2cc1C	-3.7*
C=CC[C@]12CC=CC(=O)[C@@]1(O)O[C@H](c1ccc(OC)c(OC)c1)[C@H]2C	0.15
CC(C)Sc1nnc(Nc2ccccc2)s1	-2.4
Cc1ccc(CN/C=C/C(=O)c2ccc(Br)cc2)cc1	-1
Cc1ccccc1C(=O)NNC(=O)C(=O)Nc1cccc(Cl)c1C	-0.49
CCOC(=O)C1(C)NC(c2ccccc2F)C2C(=O)N(c3cccc(C(C)=O)c3)C(=O)C21 (stereo not given)	0.19
CCc1nnc(SCc2cn3c(C)cc(C)nc3n2)n1N	0.66
O=C(CCc1ccccc1)NC(=S)Nc1cc(C(F)(F)F)ccc1N1CCOCC1	-5.7*
O=[N+]([O-])c1ccc(Sc2nccn2Cc2ccccc2)cc1	-0.91
Cc1cc(C)n2nnnc2c1C#N	0.59
COC(=O)c1sccc1NC(=O)CN(C)NS(=O)(=O)c1ccc(F)cc1	0.07
Cc1ccc(S(=O)(=O)NCCC2(C(C)C)CCOC(C)(C)C2)cc1 (stereo not given)	-0.71
Cc1cc(C)n(S(=O)(=O)c2cccc(Cl)c2Cl)n1	0.62
CCO[C@@H]1OC(C(=O)Nc2ccccc2)=C[C@H](c2ccc(Br)cc2)[C@H]1CCCO	-2.5
COC(=O)c1nnn(CC(=O)Nc2cccc(Cl)c2)c1C(=O)OC	-0.22

Another view of four compounds above:
Cc1cc(C)n(S(=O)(=O)c2cccc(Cl)c2Cl)n1
  Cav32 inh: 0.62
O=[N+]([O-])c1ccc(Sc2nccn2Cc2ccccc2)cc1
  Cav32 inh: -0.91
Cc1cc(C)n2nnnc2c1C#N
  Cav32 inh: 0.59
CCc1nnc(SCc2cn3c(C)cc(C)nc3n2)n1N
  Cav32 inh: 0.66

(further entries)
SMILES	Cav32 inh
Cc1ccc(Cn2c(C(=O)NCCCN3CCOCC3)cc3sccc32)cc1	0.13
C(=N\Nc1nn[nH]n1)/c1ccccc1	0.64
NC1=NC[C@@H](Cc2ccc(O)cc2)N1CC1CCCCC1	0.017
O=C(c1ccco1)N1CCN(C(=O)C2CCCN(S(=O)(=O)Cc3ccccc3)C2)CC1 (stereo not given)	-0.5
CC1CCCN(c2nc3c(c(=O)n(C)c(=O)n3C)n2CCSc2nc3ccccc3o2)C1 (stereo not given)	-2.8
CCCC(=O)N(Cc1cc2cc(C)ccc2[nH]c1=O)c1ccccc1OC	-1.7
COc1ccc(C(=O)COC(=O)CCN=C2NS(=O)(=O)c3ccccc32)cc1OC	0.72
COC(=O)C(CCCCNC(=O)OCc1ccccc1)NC(=O)CN (stereo not given)	0.7
CC(=O)Nc1ccc(S(=O)(=O)N2CCN(S(=O)(=O)N3CCCCCC3)CC2)cc1	-0.41
COc1ccccc1CCNC(=O)c1cnccn1	0.36
O=C(Cn1cc([N+](=O)[O-])cn1)Nc1ccccn1	0.55
CCCN(CCC)S(=O)(=O)c1ccc(C(=O)N2CCC(=O)c3ccccc32)cc1	-0.97
CCc1cccc2c(=O)c(C(=O)NCCN3CCOCC3)c[nH]c12	0.17
CCC(=O)N1CCN(c2ccccc2NC(=O)c2ccc(OC)c(Cl)c2)CC1	0.35
COc1ccc(OCc2cccc(C(=O)Nc3cc(C)on3)c2)cc1	-0.011
CCOC(=O)c1c(NC(=O)Cn2c(C)nc3ccccc32)sc2c1CCC2	0.76
COc1ccc(-c2csc(N(CC3CCCO3)C(=O)c3ccc(C)cc3)n2)cc1 (stereo not given)	-2
Cc1ccc(S(=O)(=O)NCC(=O)N2CCC(C)CC2)cc1	0.84
O=C(CSc1nnc(-c2ccc3c(c2)OCCO3)o1)NC1CCCCC1	-1.2
CC1(C(=O)O)COC(c2ccc([N+](=O)[O-])cc2)OC1 (stereo not given)	0.012
COc1cc2c(cc1O)CC[C@@H]1[C@@H]2CC[C@]2(C)[C@@H](O)CC[C@@H]12	-3
O=C(Nc1nc(-c2ccc(S(=O)(=O)N3CCCC3)cc2)cs1)C1COc2ccccc2O1 (stereo not given)	-3.2
COc1cc(C(c2c(C)[nH][nH]c2=O)c2c(C)[nH][nH]c2=O)ccc1OCc1ccc([N+](=O)[O-])cc1	0.21
CCN1CCN(C(=O)CN(CC)S(=O)(=O)c2ccc(Cl)cc2)CC1	0.36
Cc1ccc(-c2ccc(=O)n(CC(=O)Nc3cccc(C(=O)N4CCN(C)CC4)c3)n2)cc1	0.59
CCN(CC)C(=O)CN(C)S(=O)(=O)c1cccc2nsnc12	0.67
O=C(COC(=O)c1c2ccccc2cc2ccccc12)Nc1ncc(C(F)(F)F)cc1Cl	-2.5
C=CCN1c2ccccc2[C@]23C[C@@H](C(=O)OC)N(C(C)=O)C2=NC(C(=O)OC)=C(C(=O)OC)[C@H]13	-0.49
Cc1nc(SCC(=O)N(C)Cc2ccco2)c2c(C)c(C)sc2n1	-0.86
Cc1ccc(CNC(=O)CSc2c3c(nc4cc(Cl)ccc24)CCCC3)o1	-1.4
OC(CNCC1CCCO1)Cn1c2ccc(Br)cc2c2cc(Br)ccc21 (stereo not given)	-0.086
O=C(CSc1nnc2ccccn12)N1CCc2ccccc2C1	0.77
CCC(=O)Nc1nnc(-c2ccncc2)s1	1.1
CCOc1ccc(NC(=O)CN(C)CC(=O)Nc2cc(Cl)ccc2C#N)cc1OCC	-1.3
Nc1ccc(C2CCCc3nonc32)c2nonc12 (stereo not given)	0.57
Cc1cccc2nc(=S)n(C(=O)c3ccco3)n12	0.74
Cc1c(NS(=O)(=O)c2ccccc2)c(=O)n(-c2ccccc2)n1C	0.18
CCNCc1cc(OCC)c(OCC(=O)NCCc2ccccc2)cc1Cl	1.2
CSc1ccc(NC(=O)CC(C)=O)cc1	-0.58
CCN1CCN(c2cc(C)c3cc(NC(=O)c4cnccn4)ccc3n2)CC1	-0.08

Three entries picked at random from the list so far, as already listed:
SMILES	Cav32 inh
O=C(CSc1nnc2ccccn12)N1CCc2ccccc2C1	0.77
CCN1CCN(c2cc(C)c3cc(NC(=O)c4cnccn4)ccc3n2)CC1	-0.08
OC(CNCC1CCCO1)Cn1c2ccc(Br)cc2c2cc(Br)ccc21 (stereo not given)	-0.086

More entries:
SMILES	Cav32 inh
CC(C)(C)c1ccc(C(=O)c2c[nH]c(C(=O)NCc3cccnc3)c2)cc1	-1.7
CC(=O)Nc1cccc(NC(C)=O)n1	-0.31
COC(=O)C1CCN(C(=O)COc2ccc(Cl)cc2)CC1	-0.34
Cc1ccc(C)c(CN2C(=O)C(C)Oc3ccc(C)cc32)c1 (stereo not given)	-0.6
Cc1ccccc1NC(=O)C1CC(=O)N(c2ccccc2F)C1 (stereo not given)	0.3
CC(C)(C)C1CCC(=NNc2ncc(C(F)(F)F)cc2Cl)CC1 (stereo not given)	-0.17
CC1=NC2(CCCc3c2no[n+]3[O-])N(O)C1(C)C (stereo not given)	0.12
CCCc1cc(=O)n2[nH]c(NCc3ccc(Cl)cc3Cl)nc2n1	-2.9
CCCC1CCC(C(=O)Nn2cnc3ccccc3c2=O)CC1 (stereo not given)	-1.2
CC(=O)Nc1ccccc1-c1nc2ccc(C(=O)N3CCN(c4ccccc4)CC3)cc2[nH]c1=O	1
CCSc1ncc(/C=N/Nc2ccccc2)n1C	-2.2
Cc1ccc(C)c2nc(SCC(=O)N3CCCc4ccccc43)c(C#N)cc12	-2.8
CCCCN(CCCC)C(=O)CN(C)S(=O)(=O)c1ccc2c(c1)n(C)c(=O)c(=O)n2C	1.1
O=C(CNC(=O)c1cccs1)c1ccc(F)cc1	-0.00043
CC(C(=O)NC1CCCC1)N(Cc1ccc2c(c1)OCO2)C(=O)c1snc(C(N)=O)c1N (stereo not given)	0.13
COCc1c(C(=O)OCc2nc(N)nc(Nc3ccccc3C)n2)oc2ccccc12	-2.5
O=C(COc1ccccc1F)NC1CC1	0.35
CS(=O)(=O)N1CC(C(=O)NN)Oc2ccc(Cl)cc21 (stereo not given)	0.96
CC(C)=CCCC1(C)C=Cc2c(c(C)cc3c2[nH]c2cc(O)ccc23)O1 (stereo not given)	-0.2
COC(=O)CSc1nnc(CNc2ccc(Cl)cc2)n1-c1ccccc1	-0.2
O=C(NCc1cccs1)c1noc2c1CCCC2	-0.035
CCCCC1=CC2=CC(=O)C(C)(OC(=O)CCC(=O)OC)C(=O)C2=CO1 (stereo not given)	-0.024
Cc1ccc(C)c(NC(=O)c2ccc(N(C)S(C)(=O)=O)cc2)c1	0.32
NCCCC[C@H](NC(=O)C1CCNCC1)c1nnc([C@@H](N)CO)o1	0.26
O=C(CSc1nnc(-c2ccoc2)o1)N1CCOCC1	1.1
CCOC(=O)c1cnn(-c2ccccc2)c1NC(=O)c1ccccc1	-0.003
Cc1cc(=O)[nH]c(SCC(=O)c2c(N)n(C)c(=O)n(C)c2=O)n1	0.32
O=C(CNC(=O)c1ccccc1C(=O)O)c1ccccc1	-0.21
Cn1cnc2cc(OC(=O)c3ccccc3)ccc21	-2.6
O=C(COc1cccc2ccccc12)N1c2ccccc2CCc2ccccc21	-6.6*
CCCCNC(=S)NNC(=O)c1ccoc1C	0.15
O=C(O)CSc1nnc(Cn2c(=O)sc3ccccc32)n1-c1cccc(Cl)c1	0.24
CCS(=O)(=O)c1ccc(-c2csc(-c3ccccc3)n2)c(Cl)c1Cl	0.1
Cc1cc(C)n(CC(O)Cn2c3ccccc3c3ccccc32)c(=O)n1 (stereo not given)	-0.75
COc1cc(S(=O)(=O)N(CCc2ccccc2)Cc2cccs2)ccc1-n1cnnn1	-0.35
Cc1ccc(C(=O)n2cnnc2N)cc1	0.22
COc1cccc(-c2cc(C(F)(F)F)n3ncc(C(=O)O)c3n2)c1	-0.41
N#Cc1cc2ccccc2nc1SCC(=O)Nc1ccc(S(=O)(=O)N2CCCC2)cc1	-1.5
CCc1cc(C)cc(OCCNC(=O)c2ncn[nH]2)c1	0.37
CC1CCc2cc(F)ccc2N1C(=O)CSc1nnc2c(n1)[nH]c1ccc(F)cc12 (stereo not given)	-1.7
O=C1c2oc3ccc(F)cc3c(=O)c2C(c2ccccc2)N1CC1CCCO1 (stereo not given)	-1.7
COc1cc(OC)c(C2C3=C(CCCC3=O)Nc3nc4ccccc4n32)cc1OC (stereo not given)	2.1
CCC(CC)C(=O)NCCN1CCN(C(=O)C(CC)CC)CC1	0.75
CC(C)COC(=O)Nc1nnc(SCCOc2ccccc2)s1	-2.4
Cc1onc(-c2ccccc2)c1C(=O)n1cccn1	0.77
O=C(CCCn1c(=S)[nH]c2cc3c(cc2c1=O)OCO3)N1CCN(c2ccccc2F)CC1	-0.72
Cc1ccc(CCNC(=O)C2CCC(=O)N2Cc2cccnc2)cc1 (stereo not given)	-0.07
COc1ccc(/C(O)=C2/C(=O)C(=O)N(CCCN(C)C)C2c2ccccc2)cc1OC (stereo not given)	-0.0094
CC(C)N=C(Nc1ccccc1)c1cccnc1	0.3
Brc1cc2c(cc1Cn1c(-c3cncs3)nc3ccccc31)OCO2	0.13
CCOC(=O)c1[nH]c(C)c(C(=O)NCc2ccc(OC)cc2)c1C	-0.014
CCn1c(SCC(=O)NCCc2ccc(OC)c(OC)c2)nc2c1c(=O)n(C)c(=O)n2C	0.35

High-throughput results from PubChem.

This is a subset (hit frequency here may not be typical).
